# Source: PubChem
# PfG6PD inh = PfG6PD enzyme inhibitors, primary screen, biochemical, fluorescence intensity, uHTS; glucose-6-phosphate dehydrogenase-6-phosphogluconolactonase (Plasmodium falciparum 3D7); PfGluPho enzyme, NADPH resazurin-diaphorase fluorescence; inhibition, % at 20 µM; 350,000 compounds, 0.78% hits;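 active = inhibition reaching at least a set limit at 20 µM in the primary screen, cut at about 59% in these data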;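 also: 0% = DMSO wells with substrate and 100% = DMSO wells lacking glucose-6-phosphate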
# HKDC1 inh = HKDC1 hexokinase inhibitors, primary screen, biochemical, fluorescence, uHTS | inhibition, % at 20 µM | AID 493160, 2011 | 340,000 compounds, 0.16% hits | recombinant HKDC1, G6PDH/diaphorase resazurin coupled fluorescence | Q2TB90;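 active = inhibition above about 35% when tested at 20 µM, limit read from the data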;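 also: plate controls were DMSO wells with enzyme for no effect and DMSO wells lacking enzyme for full effect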
# Target sequence (Q2TB90 whole entry, looked up): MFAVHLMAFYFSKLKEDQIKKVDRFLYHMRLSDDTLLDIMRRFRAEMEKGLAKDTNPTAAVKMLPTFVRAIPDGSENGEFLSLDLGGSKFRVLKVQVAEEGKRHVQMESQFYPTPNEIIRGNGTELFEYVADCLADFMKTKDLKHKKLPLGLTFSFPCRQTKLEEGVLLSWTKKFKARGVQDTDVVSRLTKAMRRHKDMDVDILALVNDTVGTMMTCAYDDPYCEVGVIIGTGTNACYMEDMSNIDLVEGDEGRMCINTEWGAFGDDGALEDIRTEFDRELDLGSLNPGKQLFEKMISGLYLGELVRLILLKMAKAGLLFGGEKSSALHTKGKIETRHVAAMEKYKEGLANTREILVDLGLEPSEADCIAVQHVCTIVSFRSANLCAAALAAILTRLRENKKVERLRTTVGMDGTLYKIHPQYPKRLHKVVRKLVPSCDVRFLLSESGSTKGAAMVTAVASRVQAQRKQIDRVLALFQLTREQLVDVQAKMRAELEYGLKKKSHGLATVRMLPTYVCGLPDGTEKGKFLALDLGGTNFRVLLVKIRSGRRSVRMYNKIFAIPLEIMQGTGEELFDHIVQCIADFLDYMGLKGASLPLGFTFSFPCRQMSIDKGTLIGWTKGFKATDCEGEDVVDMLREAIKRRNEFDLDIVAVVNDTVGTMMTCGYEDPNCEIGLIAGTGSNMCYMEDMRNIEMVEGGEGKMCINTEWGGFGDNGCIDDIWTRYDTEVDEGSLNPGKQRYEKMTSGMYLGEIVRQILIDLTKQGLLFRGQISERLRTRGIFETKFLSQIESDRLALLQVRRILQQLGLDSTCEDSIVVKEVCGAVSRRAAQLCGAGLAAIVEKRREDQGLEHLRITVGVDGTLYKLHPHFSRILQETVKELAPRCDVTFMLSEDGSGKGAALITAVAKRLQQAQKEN
#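 Test system: Recombinant HKDC1 (HK5) hexokinase enzyme, produced in-house | Input: HKDC1 at 5 µg/mL | Buffer or medium: Tris pH 8.0 buffer with MgCl2, Tween-20, BSA, BME | Schedule: 90 min reaction incubation at room temperature, dark | Technique: Resazurin-to-resorufin fluorescence via G6PDH and diaphorase coupling, 525/613 nm | Controls: DMSO wells with and without enzyme mix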
# SENP8 block = human SENP8 protease inhibitors, primary screen, biochemical, fluorescence, Nedd8 protein substrate, uHTS; Sentrin-specific protease 8 (Homo sapiens), Q96LD8; recombinant SENP8; inhibition, % at 20 µM; 360,000 compounds, 0.64% hits; in the data active = inhibition mostly above about 40%, no sharp cut-off; inactive = mostly below about 27%
# Target sequence (Q96LD8 whole entry, looked up): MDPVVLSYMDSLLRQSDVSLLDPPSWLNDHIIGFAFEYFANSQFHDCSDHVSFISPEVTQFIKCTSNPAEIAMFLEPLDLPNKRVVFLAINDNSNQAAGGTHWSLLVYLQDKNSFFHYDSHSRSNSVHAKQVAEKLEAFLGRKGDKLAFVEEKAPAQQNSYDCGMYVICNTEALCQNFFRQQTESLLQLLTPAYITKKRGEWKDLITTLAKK
# ATG4B inhibitor = ATG4B protease inhibitors, primary screen, biochemical, fluorescence, uHTS; ATG4B cleavage of LC3-PLA2, NBD-HPC fluorescence, 1 h; inhibition, % at 8.33 µM; 340,000 compounds, 0.51% hits; AID 504462, 2011; in the data active = inhibition above about 40%
# SENP7 block = SENP7 protease inhibitors, primary screen, biochemical, luminescence, uHTS. Sentrin-specific protease 7 (Homo sapiens), Q9BQF6. recombinant SENP7, Z-RLRGG-aminoluciferin luminescence, 40 min. inhibition, % at 5 µM. 330,000 compounds, 1.5% hits;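 active = inhibition above about 50% at the single test dose, limit read from the data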;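 also: plate controls were DMSO with enzyme for no effect and no enzyme buffer wells for full effect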
# SENP6 inh = SENP6 protease inhibitors, primary screen, biochemical, luminescence, uHTS; inhibition, % at 10 µM; Sentrin-specific protease 6 (Homo sapiens), Q9GZR1; AID 2599, 2010; Recombinant SENP6 catalytic domain, aminoluciferin luminescence; 330,000 compounds, 1.8% hits;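 active = inhibition above about 50% at the single tested dose, limit read from the data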;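 also: plate controls were DMSO wells with enzyme for no effect and DMSO wells lacking enzyme for full effect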
# NR3A LBD binder = binders of NR3A ligand-binding domain, primary screen, biophysical, differential scanning fluorimetry, uHTS; Tm shift relative to glycine control, % at 25 µM; Glutamate receptor ionotropic, NMDA 3A (GRIN3A) ligand-binding domain; NR3A LBD differential scanning fluorimetry, Tm shift; 0% = protein alone, 100% = glycine-bound protein; 340,000 compounds, 2.5% hits;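 active = melting temperature shift of at least 10% of the positive control shift, at one fixed dose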
# MPTP block = mitochondrial permeability transition pore inhibitors, primary screen, biochemical, isolated mouse mitochondria, absorbance; Ca2+ swelling absorbance, 30 min; inhibition, % at 10 µM; 360,000 compounds, 1.4% hits; AID 602449, 2012;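 active = inhibition of 50% or more, scaled per plate between neutral and stimulator controls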;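 also: 0% = DMSO wells given calcium and 100% = 1 mM EGTA wells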
# * hit, by the source's call; . = no result given. Rows were taken by chance; any-hit rate near 6.9%.
structure,PfG6PD inh,HKDC1 inh,SENP8 block,ATG4B inhibitor,SENP7 block,SENP6 inh,NR3A LBD binder,MPTP block
O=C1CSC(c2ccc(Cl)cc2)N1c1cccnc1 (centres undefined),0,-1,10,10,3,-4,2,2.2
CC1(C)CC(CC(=O)O)(c2ccccc2)CCO1 (centres undefined),-19,-3,17,7,-9,-14,0,-0.6
O=C(O)c1ccc2c(c1)C(=O)N(CCC1=CCCCC1)C2=O,-29,-2,16,-2,3,25,10,0.8
CC(C)OP(=O)(OC(C)C)C(O)c1ccc2c(c1)OCO2 (centres undefined),-5,7,13,-2,-3,-14,7,-1.0
CCN(Cc1ccccc1)C(=O)c1oc2ccc(S(=O)(=O)N3CCOCC3)cc2c1C,11,-2,13,-11,3,-6,-3,-0.5
Cc1cc(C(=O)NNC(=O)c2ccc(NC(=O)CC#N)cc2)c(C)o1,3,-4,-18,-14,-6,3,0,0.2
O=C(OCC(=O)N1CCCC1)c1cc([N+](=O)[O-])ccc1Cl,-11,7,10,7,1,-14,0,1.2
Cc1cccc(OCC(=O)Nc2cc(S(=O)(=O)N3CCCCC3)ccc2N2CCN(C)CC2)c1,12,-5,18,7,12,-15,0,-0.1
CC1Oc2ccccc2C=C1/C=C1/SC(N2CCOCC2)=NC1=O (centres undefined),-10,0,-165,-1,3,-3,2,-0.6
CC1CCN(c2ccc3nnc(CCC(=O)Nc4ccc(F)cc4)n3n2)CC1,6,-1,-25,-5,3,-8,-4,-0.4
Cc1ccc(N2CCC(N3CCN(C4CCCCC4)C(CCO)C3)CC2)cc1 (centres undefined),8,-11,13,-8,4,-13,-1,4.2
O=S(=O)(Cc1noc(-c2ccc(OC(F)(F)F)cc2)n1)c1ccc(F)cc1,2,1,8,3,0,-44,-2,2.8
COc1cc(/C=C/C(=O)OCC(=O)NCCC2=CCCCC2)cc(OC)c1OC,7,-5,-470,-11,-1,7,-2,-1.4
CS(=O)(=O)Nc1ccc(C(=O)Nc2ccccc2C(=O)N2CCCC2)cc1,-14,6,15,-7,2,7,1,2.4
CN(Cc1ccc2nsnc2c1)Cc1nc(Cc2cccc(F)c2)no1,16,-5,8,-4,5,-13,0,0.4

# 3 compounds already listed, ordered by number of heavy atoms, ascending.
structure,PfG6PD inh,HKDC1 inh,SENP8 block,ATG4B inhibitor,SENP7 block,SENP6 inh,NR3A LBD binder,MPTP block
CN(Cc1ccc2nsnc2c1)Cc1nc(Cc2cccc(F)c2)no1,16,-5,8,-4,5,-13,0,0.4
Cc1ccc(N2CCC(N3CCN(C4CCCCC4)C(CCO)C3)CC2)cc1 (centres undefined),8,-11,13,-8,4,-13,-1,4.2
COc1cc(/C=C/C(=O)OCC(=O)NCCC2=CCCCC2)cc(OC)c1OC,7,-5,-470,-11,-1,7,-2,-1.4

# (more compounds)
structure,PfG6PD inh,HKDC1 inh,SENP8 block,ATG4B inhibitor,SENP7 block,SENP6 inh,NR3A LBD binder,MPTP block
O=C(Nc1ccc2nc(C3CC3)n(Cc3ccccc3)c(=O)c2c1)C1CC1,-2,2,-33,-2,23,-20,-3,1.7
Cc1cccc(-c2c3c(=O)n(C)c(=O)n(C)c3c3nnc4ccccc4n23)c1,8,-3,38,-9,.,.,3,-2.5
Cc1cccc(NC(=O)c2ccc(NC(=O)c3ccccc3Br)cc2)c1,7,-1,-6,5,-14,-8,27*,-0.2
CCOC(=O)c1cccc(NC(=O)CCS(=O)(=O)c2cccs2)c1,-1,1,-20,-11,-8,0,-1,-0.8
COc1cn(-c2ccccc2)nc1C(=O)Nc1ccc(C)cc1,7,6,-26,2,8,-13,0,0.6
CCCCCN1CC(O)=C(c2ccccc2)C1=N,11,3,14,-4,10,-16,4,0.0
CCn1nc(C)cc1C(=O)N1CCCC(C(=O)c2ccccc2SC)C1 (centres undefined),2,-7,2,27,2,-26,0,-0.9
c1ccc2c(Nc3nc4c(s3)CCCC4)cccc2c1,55,12,-189,30,14,-32,-2,0.5
Cc1ccc(-n2nc3ccc(NC(=O)C(C)C)cc3n2)cc1,-7,-9,-376,-4,80*,76*,-5,0.9
Cc1c(-c2ccco2)[n+](=O)c2c(n1[O-])CCCCC2,3,0,6,-11,-8,-17,0,-0.1
Cc1ccc(NC(=O)c2cc(NC(=O)C3CC=CCC3C(=O)O)ccc2N2CCOCC2)cc1 (centres undefined),-1,-6,-54,11,-9,-17,2,-14
CCN(CCCn1c(=S)[nH]c2ccc(N3CCOCC3)cc2c1=O)c1ccccc1,5,1,-425,-5,8,-8,1,2.4
Cn1nc(C(F)(F)F)c(C(=O)Nc2ccc(F)cc2F)c1Sc1ccc(C(F)(F)F)cc1,4,4,-4,2,4,4,-4,1.7
O=C(NCCCN1CCCC1=O)c1ccc2c(c1)OCO2,-12,-10,23,5,6,-14,3,0.4
CC12CCC(c3c(C(=O)O)nn(-c4ccccc4)c31)C2(C)C (centres undefined),-28,7,17,-6,0,-3,0,0.2

# Ordered by molecular weight (highest first): some entries from above.
structure,PfG6PD inh,HKDC1 inh,SENP8 block,ATG4B inhibitor,SENP7 block,SENP6 inh,NR3A LBD binder,MPTP block
Cc1ccc(NC(=O)c2cc(NC(=O)C3CC=CCC3C(=O)O)ccc2N2CCOCC2)cc1 (centres undefined),-1,-6,-54,11,-9,-17,2,-14
CCN(Cc1ccccc1)C(=O)c1oc2ccc(S(=O)(=O)N3CCOCC3)cc2c1C,11,-2,13,-11,3,-6,-3,-0.5
CCN(CCCn1c(=S)[nH]c2ccc(N3CCOCC3)cc2c1=O)c1ccccc1,5,1,-425,-5,8,-8,1,2.4
CS(=O)(=O)Nc1ccc(C(=O)Nc2ccccc2C(=O)N2CCCC2)cc1,-14,6,15,-7,2,7,1,2.4
CCn1nc(C)cc1C(=O)N1CCCC(C(=O)c2ccccc2SC)C1 (centres undefined),2,-7,2,27,2,-26,0,-0.9
Cc1cccc(-c2c3c(=O)n(C)c(=O)n(C)c3c3nnc4ccccc4n23)c1,8,-3,38,-9,.,.,3,-2.5
CCOC(=O)c1cccc(NC(=O)CCS(=O)(=O)c2cccs2)c1,-1,1,-20,-11,-8,0,-1,-0.8
Cc1cc(C(=O)NNC(=O)c2ccc(NC(=O)CC#N)cc2)c(C)o1,3,-4,-18,-14,-6,3,0,0.2
CC(C)OP(=O)(OC(C)C)C(O)c1ccc2c(c1)OCO2 (centres undefined),-5,7,13,-2,-3,-14,7,-1.0
O=C(OCC(=O)N1CCCC1)c1cc([N+](=O)[O-])ccc1Cl,-11,7,10,7,1,-14,0,1.2
COc1cn(-c2ccccc2)nc1C(=O)Nc1ccc(C)cc1,7,6,-26,2,8,-13,0,0.6
CC12CCC(c3c(C(=O)O)nn(-c4ccccc4)c31)C2(C)C (centres undefined),-28,7,17,-6,0,-3,0,0.2
CC1(C)CC(CC(=O)O)(c2ccccc2)CCO1 (centres undefined),-19,-3,17,7,-9,-14,0,-0.6

# (more compounds)
structure,PfG6PD inh,HKDC1 inh,SENP8 block,ATG4B inhibitor,SENP7 block,SENP6 inh,NR3A LBD binder,MPTP block
COc1ccc(NC(=O)c2cccc(Oc3ccc([N+](=O)[O-])cc3Cl)c2)cc1,11,-2,14,5,-2,-4,-28,38
CCCN(CC)c1ncnc2[nH]ncc12,-7,-7,3,-3,.,.,0,0.0
NC(=S)N/N=C1\CC(c2ccc3c(c2)OCCO3)Oc2ccc(F)cc21 (centres undefined),26,5,3,-8,-4,-15,-15,1.2
CCCCOc1ccccc1C1C(C(=O)OC)=CN(CC)C=C1C(=O)OC,1,1,-455,1,-2,-12,-2,5.3
CCc1[nH]nc(C(=O)NC2CCCN(Cc3ccccc3F)C2)c1C (centres undefined),12,0,9,-1,2,-13,3,1.6
COc1ccc(S(=O)(=O)N2CCOC23CCN(S(=O)(=O)c2cc(F)ccc2F)CC3)cc1,-1,-3,12,4,-6,-19,0,-1.6
Cc1ccc(C(=O)NC(=S)Nc2ccc(NC(=O)c3cccs3)cc2)cc1[N+](=O)[O-],-6,-5,29,-3,5,5,31*,3.5
O=C(NC1CCN(Cc2ccccc2)CC1)c1ccccc1NS(=O)(=O)c1ccc(F)cc1,12,-4,-102,-7,6,0,0,-0.5
S=c1nc2ccccc2c2nc(-c3ccccc3Cl)[nH]n12,8,-12,7,-1,-6,-12,-3,1.5
C=CCn1c(SCC(=O)Nc2nccs2)nnc1-c1ccco1,-10,-1,20,-8,7,2,2,-2.1
CCCCOc1ccc(-c2nnc(-c3ccco3)o2)cc1,3,5,-212,-2,80*,67*,0,7.1
CC(C)CC(=O)Nc1ccc(C(=O)NN2C(=O)c3ccccc3C2=O)cc1,-15,-6,6,-2,-1,5,-12,-0.7
COc1ccc(C(=O)Nc2cccc(/C(C)=N/NC(=O)c3ccc([N+](=O)[O-])cc3)c2)cc1OC,-11,-5,16,-6,3,-5,-2,-0.9
O=C(CNC(=O)c1cc(=O)[nH]c2ccccc12)Nc1ccc(F)c(F)c1,-7,-8,-131,-1,-3,-18,-1,-0.6
COc1ccc(C)cc1NC(=O)C1CCCCC1C(=O)O (centres undefined),-7,-2,33,0,-12,-14,-1,-0.2

structure,PfG6PD inh,HKDC1 inh,SENP8 block,ATG4B inhibitor,SENP7 block,SENP6 inh,NR3A LBD binder,MPTP block
COc1ccnc(Oc2ccc(C)cc2C)c1C#N,-12,6,5,2,2,-20,-2,-0.5
O=C(COC(=O)/C=C/c1ccccc1F)Nc1nnc(-c2ccccc2)o1,-3,-1,-27,8,-2,7,-3,-1.4
Cc1ccc(NC(=O)CN(C)C(=O)c2ccc3[nH]c4c(c3c2)CC(C)CC4)cc1 (centres undefined),18,-1,-23,-21,-5,-9,4,1.0
C=CCNC(=O)c1ccc(Cn2c(=S)[nH]c3cc4c(cc3c2=O)OCO4)cc1,27,14,13,31,-7,-7,-6,4.6
Cc1ccc(Nc2ccc(-n3ccnc3)nn2)cc1C,-1,8,10,-3,-14,-27,1,-5.3
NS(=O)(=O)c1ccc(-c2c(-c3ccccc3)sc3ccccc23)cc1,27,-1,-27,-2,0,2,-2,1.0
O=C(O)CCN(Cc1ccccc1)S(=O)(=O)c1c(Cl)cccc1Cl,-24,-4,3,2,-7,-10,0,-1.9
CN(c1nc2nonc2nc1NC1CC1)C1CCOC1 (centres undefined),-15,1,8,6,0,1,0,-2.6
CCCn1c(N)c(N2CCCCC2)c(=O)n(CC(=O)Nc2ccccc2)c1=O,-4,-6,24,-5,-2,-18,-1,3.7
O=C(N/N=C/c1ccncc1)c1cc(C2CC2)nc2ccccc12,6,-4,-3,-3,1,-12,-2,-0.6
Nc1nc(-c2ccccc2)cs1,17,-7,14,-9,-13,0,-6,-0.5
C#CCOCCOCCOCCNc1nc(N2CCN(C(=O)[C@H](CCCN=C(N)N)n3cc(C(N)[C@@H](C)CC)nn3)CC2)nc(N2CCN(C(=O)[C@H](CC(N)=O)n3cc([C@@H](N)C(C)C)nn3)CC2)n1 (some centres undefined),0,3,23,5,-14,-17,3,2.0
C/C(=N/OC(=O)c1ccc(Cl)cc1Cl)c1oc(C)nc1C,4,2,21,-3,87*,90*,-1,1.7
O=C(Nc1cscc1S(=O)(=O)c1ccccc1)c1ccccc1Cl,7,0,12,0,6,-29,-2,0.8
Cc1ccccc1OCCNC(=O)c1ccc2ccccc2n1,8,10,17,-1,18,43,10,0.0
COc1ccc(CNC/C=C/c2ccccc2)cc1,-9,-7,26,3,0,13,1,0.9
Cc1cc(C)cc(NC(=O)c2cc(C)nn2C)c1,12,-8,26,4,-8,21,-3,3.4
COc1ccc(C(=O)NCCN2CCCC2)cc1,-7,-5,10,1,0,11,-1,0.3
